# Bioassay records from PubChem BioAssay.
# HDAC3 inhib: inhibitors of human histone deacetylase 3. recombinant HDAC3, fluorogenic peptide/trypsin coupled, fluorescence. inhibition, % at 8.3 µM. O15379. hit rate 0.15% among 320,000. AID 2718; in the data active means inhibition above about 26%, passing the limit was not always enough
# MrgX1 antagonist: human MrgX1 receptor antagonism, primary screen; Q96LB2; MRGX1-HEK293 calcium flux, Fluo-4, BAM8-22 antagonism; stronger effect = lower value; B-score at 10 µM; hit rate 1.3% among 310,000;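 active means calcium-response B-score plate-corrected more than 3 library SD below zero, starting fluorescence within 5 deviations, no agonist response on first addition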;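 further: peak minus trough fluorescence over baseline after final BAM8-22 challenge near maximal dose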
# RGS4 block: human RGS4 inhibition; P49798; HEK293 M3R/RGS4 inducible, Fluo-4 calcium flux; stronger effect = higher value; triggered by carbachol at its EC20; B-score at 10 µM; hit rate 0.45% among 310,000;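 active means B-score, a plate-corrected calcium signal, over three deviations above library mean, with baseline fluorescence within five deviations of library mean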;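 further: RGS4 expression induced by doxycycline in cells with stable M3 receptor; B-score is computed from the integrated fluorescence ratio over baseline after carbachol; higher B-score means a larger calcium signal and so more RGS4 inhibition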
# RGS4 act: RGS4 potentiation or activation | HEK293 M3R/inducible RGS4, carbachol calcium flux Fluo4; stronger effect = lower value | hit rate 0.92% among 310,000 | B-score at 10 µM;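 active means B-score of the integrated calcium signal more than 4 SD below the library mean, with starting fluorescence not abnormally high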;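 further: negative B-score means reduced calcium response which marks RGS4 activation or potentiation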
#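 Material: M3R-expressing HEK293 line, RGS4 induced by doxycycline | Schedule: Overnight RGS4 induction, 30 min dye load 37 °C, 20 min compound RT | Measured by: Fluo4 fluorescence kinetic imaging of calcium | Read-out: Integrated calcium ratio converted to B score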
# TRPC6 inh: inhibitors of mouse TRPC6 channel | AID 2553 | B-score at 10 µM | HEK293-TRPC6, membrane potential dye, ACh-evoked depolarization; stronger effect = lower value | hit rate 1.1% among 310,000;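 active means B-score under library mean minus 3 SD, initial fluorescence not abnormally high, positive integrated signal ratio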;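 further: B-score derived from integrated fluorescence ratio over the kinetic read; more negative B-score means stronger inhibition of depolarization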
# TRPC6 act: activators of mouse TRPC6 channel; Q61143; HEK293-TRPC6 membrane potential dye fluorescence; stronger effect = higher value; B-score at 10 µM; hit rate 0.13% among 310,000;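 active means B-score of the integrated fluorescence ratio above library mean plus 3 SD, and starting fluorescence ratio within library mean plus 5 SD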;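 further: higher score means more depolarization so channel activation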
# MrgX1 agonist: human MrgX1 receptor agonism, primary screen; Q96LB2; MrgX1-HEK293 cells, Fluo-4 calcium fluorescence, agonist mode; stronger effect = higher value; B-score at 10 µM; hit rate 0.44% among 310,000;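 active means calcium response B-score plate-corrected fluorescence ratio at least 3 library SD, with starting fluorescence B-score inside 5 SD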
#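 times = overnight plating, then 30 min 37 °C plus 30 min room-temperature dye loading | assay system = stable human MrgX1 HEK293 cell line | input = fifteen thousand cells per well | signal = kinetic calcium dye fluorescence, Fluo-4 NW | dosing = compound delivered in addition one of three | read-out = B-scored fluorescence response ratio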
# MrgX1 allo act: allosterically activates human MrgX1 receptor signaling; Q96LB2; AID 588675; hit rate 0.63% among 310,000; B-score at 10 µM; MrgX1-HEK293, Fluo-4 calcium flux, FDSS; stronger effect = higher value;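 active means plate-corrected calcium response at least 3 library SD above typical, normal starting fluorescence, not activating the receptor alone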;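 further: compound read alongside a low EC10 to EC30 dose of BAM8-22 agonist; peak minus trough fluorescence over baseline measured at the second addition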
# ANO1 activ: mouse TMEM16A channel activation, primary screen | Q8BHY3 | B-score at 10 µM | HEK293 TMEM16A/YFP-H148Q/I152L, iodide quench fluorescence; stronger effect = lower value | hit rate 0.3% among 340,000;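 active means fluorescence-ratio B-score plate-corrected deviation score at least 3 library SD below zero, with starting fluorescence score within 5 deviations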;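 further: channel opened by trigger with iodide after compound preincubation; score built on the fluorescence ratio of max minus min over baseline; more negative score means more quench and so TMEM16A activation or potentiation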
# Target sequence (Q8BHY3 whole entry, looked up): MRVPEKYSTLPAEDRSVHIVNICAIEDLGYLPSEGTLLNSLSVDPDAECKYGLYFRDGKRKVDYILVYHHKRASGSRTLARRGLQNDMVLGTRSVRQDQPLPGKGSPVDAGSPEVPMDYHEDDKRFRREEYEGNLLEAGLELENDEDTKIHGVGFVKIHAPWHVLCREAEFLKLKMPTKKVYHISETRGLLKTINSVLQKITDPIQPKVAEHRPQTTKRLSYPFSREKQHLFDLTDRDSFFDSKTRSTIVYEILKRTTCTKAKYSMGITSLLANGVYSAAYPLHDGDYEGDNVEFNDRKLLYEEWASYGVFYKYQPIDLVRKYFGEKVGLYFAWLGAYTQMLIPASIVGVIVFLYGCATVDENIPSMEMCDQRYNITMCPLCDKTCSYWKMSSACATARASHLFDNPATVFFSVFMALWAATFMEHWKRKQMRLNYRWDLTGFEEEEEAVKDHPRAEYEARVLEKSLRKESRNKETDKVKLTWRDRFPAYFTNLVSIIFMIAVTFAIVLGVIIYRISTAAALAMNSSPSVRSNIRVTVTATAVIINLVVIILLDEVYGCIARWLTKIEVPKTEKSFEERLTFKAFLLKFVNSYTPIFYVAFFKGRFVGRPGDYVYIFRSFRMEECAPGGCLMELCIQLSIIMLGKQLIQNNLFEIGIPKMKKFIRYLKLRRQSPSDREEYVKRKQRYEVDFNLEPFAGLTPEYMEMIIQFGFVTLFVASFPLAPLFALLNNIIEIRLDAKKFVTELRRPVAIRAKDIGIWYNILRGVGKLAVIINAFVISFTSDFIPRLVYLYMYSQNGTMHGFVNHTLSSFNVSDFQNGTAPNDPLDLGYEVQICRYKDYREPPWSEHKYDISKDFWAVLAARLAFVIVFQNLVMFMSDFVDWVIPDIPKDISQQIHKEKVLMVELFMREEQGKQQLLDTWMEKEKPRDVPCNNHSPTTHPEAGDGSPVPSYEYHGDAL
# ANO1 block: inhibitors of mouse TMEM16A calcium-activated chloride channel; Q8BHY3; HEK293 TMEM16A/YFP iodide influx fluorescence, ionomycin; normalized B-score (activity score, 25-100; higher = stronger inhibition) at 10 µM; hit rate 1.2% among 310,000; AID 588511;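 active means ratio plate-corrected score three or more library SD toward inhibition, starting fluorescence score within five deviations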;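 further: score derived from kinetic fluorescence span divided by baseline fluorescence per well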
# SKKanGAS inh: blocks kanamycin growth of S. pyogenes SKKanGAS strain | BacTiter-Glo, 6 h | AID 1662 | hit rate 1.3% among 300,000 | inhibition, % at 7.5 µM;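 active means mean replicate score, as percent of positive control median, at least 50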;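 further: strain carries kanamycin resistance gene driven by streptokinase promoter and grows in 40 µg/ml kanamycin; loss of luminescence reflects streptokinase promoter inhibition or plain growth inhibition; 0% = median of DMSO wells and 100% = positive control at its reference dose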
# * = called active by the depositor; i = inactive; nt = not tested or not shown.
SMILES,HDAC3 inhib,MrgX1 antagonist,RGS4 block,RGS4 act,TRPC6 inh,TRPC6 act,MrgX1 agonist,MrgX1 allo act,ANO1 activ,ANO1 block,SKKanGAS inh
COc1ccccc1N1CCN(C2CCCN(C(=O)CCc3cnccn3)C2)CC1 (stereo not drawn),2,i,i,i,i,i,i,i,i,i,0
CCCn1c(OC)nc2c1c(=O)n(C)c(=O)n2C,0,i,nt,nt,nt,nt,i,i,i,i,nt
CCc1ccc(C(=O)CSc2nnc(C)c(=O)[nH]2)cc1,-3,i,i,i,i,i,i,i,i,i,-8
CCC(OC(=O)c1ccco1)C(=O)NCc1ccco1 (stereo not drawn),1,i,i,i,i,i,i,i,i,i,2
Cc1nn(Cc2ccccc2)c(C)c1/C=N/NC(=O)c1cccnc1,9,i,i,i,i,i,i,i,i,i,-2
COc1ccc(-c2cc(=O)oc3cc(OCC(=O)NCCCn4ccnc4)ccc23)cc1,4,i,i,i,i,i,i,i,i,i,0
COc1ccc(C2N=C(c3ccccc3)NO2)cc1OC (stereo not drawn),2,i,i,i,i,i,i,i,i,i,10
CCN(CC)C(=O)CSc1nc2cccnc2n1-c1ccccc1OC,2,i,i,i,i,i,i,i,nt,i,1
CCOC(=O)/C(C#N)=C\c1cccnc1,12,i,i,i,i,i,i,i,i,i,-7
COC(=O)c1ccccc1C(=O)N1CCOCCN(C(=O)c2ccccc2C(=O)OC)CCOCC1,-5,i,i,i,i,i,i,i,i,i,1
CC(=O)N1c2ccc(S(=O)(=O)N(C)CC(=O)NCc3ccccc3)cc2CC1C (stereo not drawn),-4,i,i,i,i,i,i,i,i,i,5
CCOC(=O)Cc1cc(=O)c2cc(C)ccc2[nH]1,-2,i,i,i,i,i,i,i,i,i,-1
Cc1cccc(S(=O)(=O)N2CCC(CO)(Cc3ccccc3)CC2)c1,0,i,i,i,i,i,i,i,i,i,-16
CCOC(=O)CSc1cc(CSc2ccccc2)nc(-c2ccccc2)n1,6,i,i,i,i,i,i,i,i,i,14
CCCCN(C)CCC(=O)Nc1ccc2c(c1)CCC2,3,i,i,i,i,i,i,i,i,i,-4
Cc1ccc2nc(SCC(=O)N3CCCCCC3)nc(=O)n2c1,2,i,i,i,i,i,i,i,i,i,2
Cc1noc(C(=O)NCc2ccccc2)c1Cl,-1,i,i,i,i,i,i,i,i,i,4
O=C(NC(=S)Nc1ccc(Br)cn1)c1cncc(Br)c1,1,i,i,i,i,i,i,i,i,i,-10
O=C(CCCN1C(=O)CCC1=O)Nc1ccc(Cl)c(C(F)(F)F)c1,3,i,i,i,i,i,i,i,i,i,-3
COc1ccc(NC(=O)CSc2ccc3nnc(CCNC(=O)c4ccccc4)n3n2)cc1OC,2,i,i,i,i,i,i,i,i,i,7
O=C(CC1CCOCC1)Nc1ccc(Cl)c(Cl)c1,3,i,i,i,i,i,i,i,i,i,-5
Cc1ccc(NC(=O)c2cc(-c3ccccc3)nn2-c2ccccc2)cc1,-1,i,i,i,i,i,i,i,i,i,22
CC1(C)Cc2cccc(OCC(=O)Nc3ccccc3N3CCOCC3)c2O1,15,i,i,i,i,i,i,i,i,i,2
CCN1CC(CN(C)Cc2nc(Cc3ccccc3)no2)CC1=O (stereo not drawn),4,i,i,i,i,i,i,i,i,i,-4
CC(=O)NCCc1nc2ccccc2[nH]1,3,i,i,i,i,i,i,i,i,i,-7
COc1cc2c(cc1OC)CN(C(=O)CCCOc1ccc(Cl)cc1Cl)CC2,7,i,i,i,i,i,i,i,i,i,-6
CC/C(Cc1ccccc1)=N/NC(=O)CNC(=O)c1ccc(Cl)cc1Cl,nt,nt,i,i,i,i,nt,nt,i,nt,6
C#CCOc1ccc2c(C)cc(=O)oc2c1,-14,i,i,i,i,i,i,i,i,i,-2
Cc1nc(NC(=S)NC(=O)c2cccs2)sc1C(=O)N(C)C,4,i,i,i,i,i,i,i,i,i,3
O=C(Nc1nccs1)C1CC=CCC1 (stereo not drawn),5,i,i,i,i,i,i,i,i,i,-1
Cc1ccc(CNC2=NCCCCC2)n1C,-4,i,i,i,i,i,i,i,i,i,-13
Cn1cc(C(=O)CCl)c2ccccc21,nt,nt,i,i,i,i,nt,nt,i,nt,5
CCOc1ccc(N2C(=O)CC(N(CCc3ccc(OC)c(OC)c3)C(=S)Nc3ccccc3)C2=O)cc1 (stereo not drawn),-21,i,i,i,i,i,i,i,i,i,17
CN(C)CCNC(=O)c1ccc2c(c1)N(Cc1ccc(F)cc1)CCS2,-60,i,i,i,-6.4*,i,i,i,i,i,0
O=C(NNCC(O)COc1ccccc1)c1ccccc1 (stereo not drawn),-2,i,i,i,i,i,i,i,i,i,-8
Cc1ccc(-n2nnc3c(=O)n(Cc4cc(C)ccc4C)cnc32)cc1,0,i,i,i,i,i,i,i,i,i,-11
COc1cccc(/C=N/n2c(-c3cccs3)n[nH]c2=S)c1,9,i,i,i,i,i,i,i,i,i,15
COc1ccc2cc3cc(C(=O)NCC4CCCO4)oc3nc2c1 (stereo not drawn),-124,i,i,i,i,i,i,i,i,i,-7
CC(C)(C)c1cc(C(=O)NNS(=O)(=O)c2ccccc2)n[nH]1,1,i,i,i,i,i,i,i,i,i,-11
CC(C)COP(=O)(OCC(C)C)C(O)c1ccccc1F (stereo not drawn),-6,i,i,i,i,i,i,i,i,i,6
CCCCCCCCCCCCCCCC(=O)OC[C@H](COP(=O)([O-])OCC[N+](C)(C)C)OC(=O)CCCCCCCCCCCCCCC,nt,nt,i,i,i,i,nt,nt,nt,nt,-2
Cc1c(C=O)c2ccccn2c1C(=O)c1ccccc1Cl,-3,i,i,i,i,i,i,i,i,i,-1
Cn1c(CNc2ccc(F)cc2)nnc1SCC(=O)NNC(=O)Cc1ccccc1,10,i,i,i,i,i,i,i,i,i,-6
COCCNC(=O)c1c[nH]c2ccc(S(=O)(=O)N3CCOCC3)cc2c1=O,7,i,i,i,i,i,i,i,i,i,-6
COc1ccc(C(=O)Nc2ccc(C(=O)Nc3cccc(C)c3)cc2)cc1,-3,i,i,i,i,i,i,i,i,i,3
O=C(c1cc(-c2ccccc2Cl)nc2ccccc12)N1CCN(c2ccccc2O)CC1,6,i,i,-7.6*,i,i,i,i,i,i,28
CCOc1ccc(C2CC(c3cccc(C)c3)n3nc(N)nc3N2)cc1 (stereo not drawn),0,i,i,i,i,i,i,i,i,i,18
CC(C)c1ccc(CCNC(=O)c2ccc([N+](=O)[O-])cc2)cc1,1,i,i,i,i,i,i,i,i,i,-12
CC(=O)Nc1ccc(S(=O)(=O)N2CCC(C(=O)NCCc3c[nH]c4ccccc34)CC2)cc1,5,i,i,i,i,i,i,i,i,i,1
Cc1cc(F)ccc1S(=O)(=O)N1CCCCC1CCNC(=O)C(=O)NCc1ccccn1 (stereo not drawn),1,i,i,i,i,i,i,i,i,i,-1
Cn1cc(C(=O)NCc2cccs2)c(=O)c2cc(S(=O)(=O)N3CCCC3)ccc21,2,i,i,i,i,i,i,i,i,i,-2
CC(OC(=O)c1ccco1)C(=O)NCc1cccs1 (stereo not drawn),-9,i,i,i,i,i,i,i,i,i,3
COc1cc(CNCCc2ccccc2)cc(Cl)c1OCc1ccccc1,-1,i,i,i,i,i,i,i,i,i,0
O=C(N/N=C/c1ccc(Br)o1)c1ccc2c(c1)OCCO2,5,i,i,i,i,i,i,i,i,i,-2
Cc1oc(-c2ccccc2Cl)nc1CSCC(=O)NC1CCCC1,0,i,i,i,i,i,i,i,i,i,-5
C=CCn1c(C(CCCC)CC(O)COCCC)n[nH]c1=S (stereo not drawn),-5,i,i,i,i,i,i,i,i,i,4
Cc1cc(CN(C)C(=O)c2ccc3nc(Cc4ccccc4F)oc3c2)on1,8,i,i,i,i,i,i,i,i,i,4
CC(=O)C1=C(O)C(=O)N(c2ccc(C(=O)O)cc2)C1c1ccc([N+](=O)[O-])cc1 (stereo not drawn),1,i,i,i,i,i,i,i,i,i,1
COc1ccc(-n2c(-c3ccco3)nc3c(cnn3-c3ccccc3C)c2=O)cc1,4,i,i,i,i,i,i,i,i,i,4
Cc1ccc(C(C(=O)NC2CCCCC2)N(C(=O)c2csnn2)C2CC2)o1 (stereo not drawn),-3,-7.1*,i,i,i,i,i,i,i,i,4

# No new results follow: entries from further up.
SMILES,HDAC3 inhib,MrgX1 antagonist,RGS4 block,RGS4 act,TRPC6 inh,TRPC6 act,MrgX1 agonist,MrgX1 allo act,ANO1 activ,ANO1 block,SKKanGAS inh
Cc1cc(CN(C)C(=O)c2ccc3nc(Cc4ccccc4F)oc3c2)on1,8,i,i,i,i,i,i,i,i,i,4
CC(=O)C1=C(O)C(=O)N(c2ccc(C(=O)O)cc2)C1c1ccc([N+](=O)[O-])cc1 (stereo not drawn),1,i,i,i,i,i,i,i,i,i,1
COc1ccc(-n2c(-c3ccco3)nc3c(cnn3-c3ccccc3C)c2=O)cc1,4,i,i,i,i,i,i,i,i,i,4
Cc1ccc(C(C(=O)NC2CCCCC2)N(C(=O)c2csnn2)C2CC2)o1 (stereo not drawn),-3,-7.1*,i,i,i,i,i,i,i,i,4

# Going on with the list:
SMILES,HDAC3 inhib,MrgX1 antagonist,RGS4 block,RGS4 act,TRPC6 inh,TRPC6 act,MrgX1 agonist,MrgX1 allo act,ANO1 activ,ANO1 block,SKKanGAS inh
Cc1ccc(C2(C)NC(=O)N(CC(=O)Nc3ccc4[nH]c(=O)[nH]c4c3)C2=O)cc1 (stereo not drawn),0,i,i,i,i,i,i,i,i,i,-6
S=c1[nH]nc(CCc2nc3ccccc3[nH]2)n1-c1cccc(Cl)c1,1,i,i,i,i,i,i,i,i,i,-3
NCCCCCc1nnc(SCC(=O)c2ccc(Cl)cc2)o1,2,i,i,i,i,i,i,i,i,i,4
CN(C)CCN1C(=O)C(O)=C(C(=O)c2cc3ccccc3o2)C1c1ccc(N(C)C)cc1 (stereo not drawn),2,i,i,i,i,i,i,i,i,i,-5
